High-throughput results deposited in PubChem BioAssay by The Scripps Research Institute Molecular Screening Center.
CHO parental Ca = signal in parental CHO cells, OX1R antagonist counter-screen; inhibition, % at 5.6 µM; parental CHO-K1, ATP-induced calcium, Fluo-8 fluorescence; AID 463079; 330,000 tested, 0.63% active;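 active = inhibition above that plate's mean sample inhibition plus 3 SD, cut at about 26% in these data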;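 note: 0% = ATP-challenged DMSO wells and 100% = DMSO wells without ATP; some compounds past the cut are filed as inactive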
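Assay system – parental CHO cells · Reagent – ATP stimulus · Detection – intracellular calcium via Fluo-8 no-wash fluorescent dye · Evaluation – percent inhibition of ATP-evoked calcium rise, normalized to controls · Controls – ATP wells versus no-ATP DMSO wells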
CHO-K1 Ca antag = nonselective inhibitor or artifact in parental CHO-K1 cells. AID 602250. ATP-induced calcium, Fluo-8 fluorescence. 360,000 tested, 0.6% active. inhibition, % at 3 µM;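 active = inhibition above a per-plate cutoff, the plate's mean sample inhibition plus 3 SD, cut at about 24% in these data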;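 note: 0% = DMSO plus EC80 ATP and 100% = DMSO alone without ATP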
CHRM1 PAM = positive allosteric modulators of human M1 muscarinic receptor. activation, % at 3 µM. 360,000 tested, 0.088% active. CHO-K1 hM1, Fluo-8 calcium fluorescence, ACh EC20; 0% = ACh EC20, 100% = maximal ACh. P11229; in the data active = activation above about 19%, passing the limit was not always enough
Target sequence (P11229 whole entry, looked up): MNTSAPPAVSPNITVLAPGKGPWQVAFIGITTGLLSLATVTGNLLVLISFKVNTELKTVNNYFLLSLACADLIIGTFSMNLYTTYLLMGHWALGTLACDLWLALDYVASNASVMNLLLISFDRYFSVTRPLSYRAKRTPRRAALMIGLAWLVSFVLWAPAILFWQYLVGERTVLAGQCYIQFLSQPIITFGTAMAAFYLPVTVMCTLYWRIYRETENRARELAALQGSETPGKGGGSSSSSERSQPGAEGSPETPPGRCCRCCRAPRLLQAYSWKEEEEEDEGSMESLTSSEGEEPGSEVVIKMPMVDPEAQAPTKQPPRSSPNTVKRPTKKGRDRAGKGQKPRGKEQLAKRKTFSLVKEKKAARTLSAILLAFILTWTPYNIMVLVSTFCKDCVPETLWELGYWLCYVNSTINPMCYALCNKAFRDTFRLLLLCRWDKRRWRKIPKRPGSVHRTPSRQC
M1 antag = blocks human M1 muscarinic receptor; CHO-K1 hM1, Fluo-8 calcium fluorescence, ACh EC80 antagonist; P11229; AID 588852; 360,000 tested, 1.3% active; inhibition, % at 3 µM;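 active = percent inhibition above its own plate's cutoff, namely the mean of that plate's compound wells plus 3 SD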;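 note: peak over basal fluorescence ratio during 140 s after agonist addition; 0% = ACh EC80 plus DMSO and 100% = DMSO alone without agonist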
M1 ag = human M1 muscarinic receptor agonism. CHO-K1 hM1, Fluo-8 calcium fluorescence, agonist mode; 0% DMSO, 100% acetylcholine EC100. P11229. 360,000 tested, 0.33% active. activation, % at 3 µM;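 active = activation above the run's mean compound activation plus 3 SD, cut at about 16% in these data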;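 note: peak over basal fluorescence ratio within a 140 s kinetic read after compound addition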
M1 ag parental = nonselective activator or artifact in parental CHO-K1 cells; 360,000 tested, 0.48% active; Fluo-8 calcium fluorescence; scaled to maximal ATP response, vehicle zero; activation, % at 3 µM; in the data active = activation above about 15%;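 note: untransfected CHO-K1 host cells lacking M1 receptor as counterscreen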
M4 ag = agonists of human muscarinic M4 receptor (CHRM4) | CHO-K1 hM4/Gqi5, Fluo-8 calcium fluorescence; vehicle 0%, full acetylcholine response 100% | 360,000 tested, 0.14% active | activation, % at 3 µM | P08173;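 active = activation above the run mean over all test wells plus 3 SD, cut at about 32% in these data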;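 note: peak over basal fluorescence ratio per well then scaled between controls; 0% = DMSO wells and 100% = acetylcholine at EC100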
OXTR potentiate = human OXTR potentiation; CHO-OTR cells, Fluo-8 calcium fluorescence, potentiator mode; 0% = oxytocin EC15, 100% = EC100; activation, % at 3 µM; 320,000 tested, 0.061% active; AID 2445;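 active = activation above that plate's cutoff, the mean activation of tested compounds plus 3 SD, cut at about 6.6% in these data, passing the limit was not always enough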;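 note: 100% uses oxytocin at 75 nM as the full agonist control; some results filed as inactive read as strong as hits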
Target sequence (P30559 whole entry, looked up): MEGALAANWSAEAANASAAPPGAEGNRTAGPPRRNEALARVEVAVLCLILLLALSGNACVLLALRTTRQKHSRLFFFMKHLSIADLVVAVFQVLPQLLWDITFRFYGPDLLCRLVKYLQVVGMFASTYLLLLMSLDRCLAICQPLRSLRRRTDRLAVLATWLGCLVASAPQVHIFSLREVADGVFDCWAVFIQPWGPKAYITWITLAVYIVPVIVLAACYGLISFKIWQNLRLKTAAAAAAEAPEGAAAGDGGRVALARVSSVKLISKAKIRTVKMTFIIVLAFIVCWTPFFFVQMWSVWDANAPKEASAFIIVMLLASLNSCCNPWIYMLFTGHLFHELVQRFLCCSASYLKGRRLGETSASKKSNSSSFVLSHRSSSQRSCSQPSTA
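Measured by – Fluo-8 calcium dye fluorescence · Test system – human OTR in CHO cells · Dosing – one concentration, 3.0 µM compound · Controls – EC15 oxytocin alone as 0%, 75 nM oxytocin as 100% · Evaluation – normalized max/min fluorescence ratio, % activation · Timing – 6 min pre-incubation, 100 s read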
CHRM4 antagonist = antagonists of human muscarinic M4 receptor (CHRM4) | inhibition, % at 3 µM | CHO-hM4 cells, ACh EC80, Fluo-8 calcium fluorescence | 360,000 tested, 0.73% active | P08173 | AID 624125;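 active = inhibition above its plate's cutoff, the mean inhibition of sample wells plus 3 SD, cut at about 27% in these data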;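 note: 0% = acetylcholine EC80 with DMSO and 100% = DMSO without agonist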
Numbers without * were called inactive; · = no result given. Compounds were not picked by outcome. About 2.9% of those tested had a hit in this group.

| Structure | CHO parental Ca | CHO-K1 Ca antag | CHRM1 PAM | M1 antag | M1 ag | M1 ag parental | M4 ag | OXTR potentiate | CHRM4 antagonist |
| --- | --- | --- | --- | --- | --- | --- | --- | --- | --- |
| COc1ccc(OC)c(NC(=O)C2(C)CCN2C(=O)C2(c3ccccc3)CCCC2)c1 (stereo not given) | · | -6 | 2 | -7 | -3 | -1.0 | 14 | · | -2 |
| COc1ccc(N2C(=O)C(Cl)=C(Oc3cccc(OC)c3)C2=O)cc1 | -1 | 12 | 0 | 4 | -2 | -0.3 | 3 | -7 | -3 |
| COC(=O)c1cccc(NC(=O)c2cccnc2)c1 | -15 | -10 | 3 | -1 | -3 | 0.2 | 1 | -9 | 13 |
| COc1ccc(C(=O)N(c2ccccc2)c2nccc3ccccc23)cc1OC | · | -8 | 10 | -9 | -5 | 0.9 | -1 | · | 1 |
| Fc1ccc(-c2ccc(-c3nn4c(-c5ccco5)nnc4s3)o2)cc1 | -27 | -6 | 0 | 0 | -1 | 0.9 | 2 | -8 | -7 |
| Cn1c(=O)c(C(=O)CN2CCCCC2)c(N)n(Cc2ccccc2)c1=O | -1 | -9 | 5 | -3 | -5 | 1.0 | 1 | -18 | -4 |
| COc1ccc(N2CC(C(=O)OCC(=O)c3ccc(C)cc3)CC2=O)cc1 (stereo not given) | -10 | 7 | 15 | -7 | -1 | 0.4 | 2 | -12 | -3 |
| COc1ccc(-c2cc(=O)oc3cc(O)ccc23)cc1 | -5 | 16 | 4 | -4 | 1 | 0.7 | 1 | -16 | -6 |
| O=C(Cn1nnc(-c2cccs2)n1)NNC(=O)c1ccccc1Cl | -11 | -14 | 2 | -7 | -2 | 0.5 | 1 | 5 | 2 |
| CN1CCN(C(=S)Nc2ccc(S(N)(=O)=O)cc2)CC1 | -6 | -15 | 13 | -12 | -3 | 0.5 | 1 | -10 | -2 |
| CC(=O)N1N=C(c2ccc(Br)cc2)OC12CCCC2 | 6 | -3 | 10 | -14 | -1 | 0.5 | 0 | 3 | -14 |
| CCCCCCCNC(=O)C1(CC2CC(c3cccc(Br)c3)=NO2)CCN(C(=O)c2ccccc2)CC1 (stereo not given) | -28 | -20 | 5 | 3 | -5 | 0.9 | 3 | -11 | 5 |
| Cc1ccc(/C=N/Nc2ccc(C(=O)O)cc2)o1 | -1 | -1 | 6 | -2 | 1 | -0.8 | 1 | -5 | -6 |
| Oc1ccc(-n2nnnc2SCc2ccccc2Br)cc1 | · | 1 | 16 | -18 | 2 | 2.7 | 6 | · | 0 |
| O=C(NCc1cccnc1)Nc1ccccc1C(F)(F)F | -5 | 6 | 5 | -5 | -3 | -0.2 | 0 | -8 | -4 |
| CN1C(C(=O)NCc2ccccc2)CC2Cn3c(nc4cc5ccccc5cc43)C21 (stereo not given) | 2 | 0 | 5 | -12 | 0 | 0.4 | 4 | -5 | -4 |
| O=C(c1cc(S(=O)(=O)N2CCOCC2)ccc1Cl)N1CCN(c2ccccn2)CC1 | -19 | -14 | 8 | -4 | -4 | 3.3 | 7 | -9 | -9 |
| N#C/C(=C\c1cccnc1)C(=O)Nc1cccc(Cl)c1 | -13 | -15 | 11 | -13 | -1 | 1.3 | 2 | -3 | -3 |
| CN1CCN(C(=S)NC(=O)c2cccc(S(=O)(=O)N(C)C)c2)CC1 | -8 | 2 | 4 | -2 | 0 | 0.1 | 1 | 4 | -6 |
| CCCN(CCC)C(=O)CC(c1ccc(F)cc1)c1ccco1 (stereo not given) | -29 | -3 | 3 | -7 | -5 | 0.1 | -1 | -9 | 0 |
| S=C(Nc1ccc(Cl)cc1)Nc1ccc2c(c1)OCCO2 | · | -10 | 2 | -7 | 0 | 6.6 | 5 | · | 1 |
| CCOc1ccccc1N(CC)C(=O)c1cc2c(s1)-c1ccccc1S(=O)(=O)C2 | · | -3 | -1 | -6 | -9 | 0.3 | 0 | · | -8 |
| Cc1cc(C)cc(OCC(O)CN2CCC(CN3C(=O)c4cccc5cccc(c45)C3=O)CC2)c1 (stereo not given) | 17 | 4 | -20 | 48* | 2 | 7.6 | 20 | -11 | 23 |
| COc1ccc(/C=C/C(=O)N2CCN(c3ccccn3)CC2)cc1OC | -7 | -4 | 3 | -8 | -4 | 1.9 | 4 | -5 | 8 |
| CC(=O)CSc1nc(N(C)C)nc(N(C)C)n1 | -2 | 2 | -1 | 4 | -8 | 0.5 | 1 | -1 | -10 |

Gathered by group, the entries above with a furan ring, fused or not (three)
| Structure | CHO parental Ca | CHO-K1 Ca antag | CHRM1 PAM | M1 antag | M1 ag | M1 ag parental | M4 ag | OXTR potentiate | CHRM4 antagonist |
| --- | --- | --- | --- | --- | --- | --- | --- | --- | --- |
| Fc1ccc(-c2ccc(-c3nn4c(-c5ccco5)nnc4s3)o2)cc1 | -27 | -6 | 0 | 0 | -1 | 0.9 | 2 | -8 | -7 |
| Cc1ccc(/C=N/Nc2ccc(C(=O)O)cc2)o1 | -1 | -1 | 6 | -2 | 1 | -0.8 | 1 | -5 | -6 |
| CCCN(CCC)C(=O)CC(c1ccc(F)cc1)c1ccco1 (stereo not given) | -29 | -3 | 3 | -7 | -5 | 0.1 | -1 | -9 | 0 |

(listing goes on)
Values run as follows: CHO parental Ca, CHO-K1 Ca antag, CHRM1 PAM, M1 antag, M1 ag, M1 ag parental, M4 ag, OXTR potentiate, CHRM4 antagonist
O=C(COC(=O)c1cccc(S(=O)(=O)N2CCOCC2)c1)NCc1ccc2c(c1)OCO2
 : -16, -11, 2, -11, -1, 0.7, 10, -2, -4
O=C(Nc1ccc(CN2CCS(=O)(=O)CC2)cc1)c1ccc(C(F)(F)F)cc1
 : 6, 9, 11, -11, 4, 8.2, 11, -10, -2
COc1ccc(OC)c(COC(=O)c2cccc(S(=O)(=O)N3CCCCC3)c2)c1
 : -20, -15, 7, -3, -3, -0.1, 0, -9, -1
COc1ccc(C2C(C(=O)Nc3cccc(C)n3)c3ccccc3C(=O)N2C)cc1OC (stereo not given)
 : -13, 8, 11, -13, -3, 0.3, 0, -8, 6
O=C(NC1CCCC1)c1sc(=S)n2c1[nH]c(=O)c1ccccc12
 : -8, 2, -2, 7, 1, 1.5, 1, -16, -1
O=C(COc1ccc(Oc2ccccc2)cc1)NC1CCS(=O)(=O)C1 (stereo not given)
 : -2, -3, 0, -6, 6, 1.6, 5, -6, 2
CC(=O)NC(C)c1cc(Cl)c2ccccc2c1O (stereo not given)
 : 4, -7, 7, 4, -4, 0.9, 2, -3, -1
CN(CC(=O)Nc1cccc(F)c1)C(=O)CCCc1cccs1
 : -6, -3, 3, -1, -3, 1.8, 1, -6, 11
Cc1occc(=O)c1OCc1ccccc1
 : 1, 0, -1, -5, -2, 0.0, 2, -1, 2
CCOC(=O)C1(CC2CC2)CCN(Cc2ccc(C(=O)OC)cc2)CC1
 : -11, 0, -24, 60*, -5, 1.2, 1, -5, 22

Copied from above, 2 compounds:
Values run as follows: CHO parental Ca, CHO-K1 Ca antag, CHRM1 PAM, M1 antag, M1 ag, M1 ag parental, M4 ag, OXTR potentiate, CHRM4 antagonist
O=C(COC(=O)c1cccc(S(=O)(=O)N2CCOCC2)c1)NCc1ccc2c(c1)OCO2
 : -16, -11, 2, -11, -1, 0.7, 10, -2, -4
O=C(Nc1ccc(CN2CCS(=O)(=O)CC2)cc1)c1ccc(C(F)(F)F)cc1
 : 6, 9, 11, -11, 4, 8.2, 11, -10, -2

(further entries)
Values run as follows: CHO parental Ca, CHO-K1 Ca antag, CHRM1 PAM, M1 antag, M1 ag, M1 ag parental, M4 ag, OXTR potentiate, CHRM4 antagonist
COc1cccc(S(=O)(=O)N(C)C[C@H]2OCc3cnnn3CCCC(=O)N([C@@H](C)CO)C[C@@H]2C)c1
 : ·, 0, 5, -17, -1, -0.2, 0, ·, -11
CCN(CCc1ccccc1)c1ccc2c(c1)C1CC2CCN1Cc1ccccc1 (stereo not given)
 : ·, -3, -11, -4, -2, -0.1, 0, ·, 2
Cc1ccc(C(=O)NC(=O)CSc2nnc(C)s2)cc1
 : -3, -9, -1, -14, -3, 1.4, 1, 1, 4
CC(C)OCCCNc1nc(-c2ccccc2)nc2ccccc12
 : -17, -13, -4, 9, 1, 3.4, 7, -20, -8
CC1CCc2c(sc(NC(=O)C(=O)NCc3ccco3)c2C#N)C1 (stereo not given)
 : -5, 6, -5, 5, -5, 0.0, 1, 0, 8
CC1(C)CC(=O)C(C(O)c2ccccc2)C(C)(C)N1 (stereo not given)
 : -10, -3, 2, -6, -3, 0.0, 0, -3, -6
Nc1cnc(CNc2ccccc2Cl)cn1
 : 7, -12, 7, -5, -5, 2.3, 1, -10, 6
CCCCNC(=O)/C(=C\c1ccc([N+](=O)[O-])o1)NC(=O)c1ccccc1
 : -15, 1, 14, -4, -8, 0.6, 1, 1, -4
CCOC(=O)N1CCN(C(=O)CSc2nnc(CNC(=O)c3ccccc3F)o2)CC1
 : 2, -5, 5, -18, -2, 0.0, 1, -7, 1
CCn1c(Cn2nnc(-c3ccccc3)n2)nnc1SCC(=O)Nc1ccc(C(C)=O)cc1
 : -30, -19, -4, 5, -9, 3.0, 6, -8, 3
CCOc1ccccc1NC(=O)C1=C(C)NC(=O)NC1c1cccs1 (stereo not given)
 : -25, -3, 8, -7, -3, 0.0, 2, 0, 5
Cc1ccc(NC(=O)Nc2ccc3c(c2)CCC3)cc1
 : 22, 8, 2, 2, -1, 1.2, 3, -1, 5
CCOC(=O)Cc1csc(NC(=O)C2CCCCC2C(=O)O)n1 (stereo not given)
 : -5, -3, 12, -4, -3, 1.0, 0, -6, 4
COCCCn1c(SCC(=O)Nc2ccccc2F)nnc1-c1ccoc1C
 : 3, -6, 1, 5, 1, 0.7, 0, -3, -5
CCOc1ccc(N2C(=O)CC(N3CCN(c4ccc(F)cc4)CC3)C2=O)cc1 (stereo not given)
 : -17, 6, 15, -20, -1, -0.4, 2, 1, -9
Cc1ccc(C(=O)Nc2ccc(Br)c(C(F)(F)F)c2)cc1
 : -3, 15, -17, 12, -6, 0.5, 2, -17, 12
COC(=O)c1sccc1NC(=O)c1ccc(OC)cc1OC
 : -5, 11, -1, 2, -2, -0.2, 0, 5, -3
CC(C)(C)c1ccc(Oc2ccc(NC(=O)CCCC(=O)O)cn2)cc1
 : -15, -5, 16, -16, -2, 0.1, 1, 0, 6
CC(C)(C)C(=O)N1CCC2CC1c1cc(Cl)ccc12 (stereo not given)
 : ·, -7, 0, -5, -3, -0.4, 0, ·, -5
Cc1ccc(NC(=O)Nc2cc(S(C)(=O)=O)ccc2Cl)cc1
 : -25, -22, 3, -32, -3, 1.6, 1, -3, 4
